Rpn11 block: Rpn11 (human) deubiquitinase inhibition. human 26S proteasome, Ub4-pepOG fluorescence polarization; 20S core pre-blocked with epoxomicin. calls only at 20 µM. hit rate 0.59% among 360,000. AID 588493;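 active = inhibition at 20 µM, scaled to each plate's controls, above about 33%, limit read from the data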
SUMO1 PPI mod: SUMO1-SIM interaction modulation; P63165; SUMO1 binding to a labelled peptide, TR-FRET, 1 h; inhibition, % at 20 µM; hit rate 0.33% among 360,000; in the data active = inhibition above about 37%
Target sequence (P63165 whole entry, looked up): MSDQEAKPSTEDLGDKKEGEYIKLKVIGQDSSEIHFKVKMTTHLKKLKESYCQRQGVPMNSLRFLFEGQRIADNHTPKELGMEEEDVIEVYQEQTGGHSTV
DNMT1 block: inhibitors of human DNMT1 | DNMT1 molecular beacon, Hinp1I cleavage, fluorescence | hit rate 0.83% among 360,000 | inhibition (reported as % activation of signal), % at 10 µM; in the data active = inhibition above about 50%
TbMetRS inhib: blocks T. brucei methionyl-tRNA synthetase activity | purified T. brucei MetRS, ATP depletion, Kinase-Glo luminescence | inhibition, % at 11.9 µM | hit rate 0.4% among 360,000;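 active = inhibition above a per-plate cutoff of the control wells' mean inhibition plus 3 SD, cut at about 5.5% in these data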;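 note: 0% = DMSO wells median and 100% = median of wells with control inhibitor compound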
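Dosing: 11.9 µM compound single dose, 0.9% DMSO; Assay system: purified T. brucei MetRS enzyme; Measured by: Kinase-Glo luciferase luminescence reporting remaining unconsumed ATP; Schedule: 15 min plus 2 h at 25 °C.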
NadD inh: blocks S. aureus nicotinate mononucleotide adenylyltransferase | purified NadD enzyme, colorimetric absorbance read-out | inhibition, % at 20 µM | hit rate 0.78% among 360,000; in the data active = inhibition above about 26%; note: some compounds past the cut are filed as inactive
MsrA inh: inhibitors of bovine MsrA; purified bovine MsrA, absorbance read-out; inhibition, % at 15.5 µM; hit rate 0.75% among 360,000; in the data active = inhibition above about 4.5%;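 note: 0% = vehicle wells with enzyme and 100% = reference inhibitor wells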
LMPTP inh: LMPTP (human) inhibition; inhibition, % at 20 µM; hit rate 0.22% among 360,000; P24666; recombinant LMPTP-A, OMFP fluorogenic substrate, fluorescence intensity; AID 651560;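 active = compounds that cut the enzyme signal by at least half of the control window in the single-dose screen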;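 note: plate controls were DMSO wells with enzyme plus substrate for no effect and substrate without enzyme for full effect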
Target sequence (P24666 whole entry, looked up): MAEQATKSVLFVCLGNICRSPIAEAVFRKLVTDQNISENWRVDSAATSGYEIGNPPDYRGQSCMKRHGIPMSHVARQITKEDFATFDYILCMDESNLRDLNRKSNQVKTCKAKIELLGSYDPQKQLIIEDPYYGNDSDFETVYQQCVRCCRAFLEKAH
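test system = LMPTP-A | amount = 0.625 nM LMPTP-A final | reagent = fluorogenic phosphatase substrate OMFP at 400 µM final | incubation = 50 min at room temperature | benchmarks = no-enzyme low control, uninhibited high control | medium = Bis-Tris pH 6.0, DTT, detergent | signal = fluorescence intensity of OMFP turnover product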
STEP block: inhibitors of human striatal-enriched phosphatase STEP; recombinant STEP, OMFP fluorogenic substrate, fluorescence; inhibition, % at 20 µM; hit rate 0.25% among 360,000; AID 588621;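 active = inhibition at 20 µM, scaled per plate between control wells, above about 37%, limit read from the data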;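 note: 0% = DMSO with enzyme and substrate and 100% = substrate only without enzyme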
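Test system: STEP tyrosine phosphatase / Reagent: OMFP at 25 µM / Doses: 20 µM, 1% DMSO / Read-out: percent inhibition scaled to no-enzyme and uninhibited-enzyme controls, plate-pattern corrected / Detection: FITC-channel fluorescence of OMFP product / Medium: Bis-Tris buffer pH 6.0, 2.5 mM DTT, 0.005% Tween 20 / Schedule: 20 min at room temperature, dark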
Scp1 inh: blocks human Scp-1 phosphatase activity. Q9GZU7. Recombinant Scp1, phosphopeptide, malachite green phosphate absorbance. inhibition, % at 20 µM. hit rate 0.88% among 340,000;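 active = inhibition above about 50% at 20 µM, limit read from the data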;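 note: plate controls were DMSO wells with enzyme for no effect and wells lacking enzyme for full effect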
Target sequence (Q9GZU7 76-261 limits assumed): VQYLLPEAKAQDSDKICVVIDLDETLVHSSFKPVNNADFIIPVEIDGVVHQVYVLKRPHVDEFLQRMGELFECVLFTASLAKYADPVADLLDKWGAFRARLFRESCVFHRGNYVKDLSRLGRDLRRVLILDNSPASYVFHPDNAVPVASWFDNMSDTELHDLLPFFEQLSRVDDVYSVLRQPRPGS
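Test system: SCP-1 phosphatase catalytic domain, residues 76-261 | Compound dosing: One concentration, 20 µM, with 1.0% DMSO | Schedule: 45 min room-temperature reaction, 5 min colour, 30 min stabiliser | Detection: Absorbance at 630 nm | Read-out basis: % inhibition of SCP-1 phosphate liberation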
CSN deneddyl inh: blocks human CSN-mediated cullin deneddylation; hit rate 0.38% among 360,000; Q92905; AID 651999; inhibition, % at 12.5 µM; Purified CSN, SCF-Nedd8-OG deneddylation, fluorescence polarization;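 active = pattern-corrected inhibition above about 35%, with an unprinted fluorescence ratio check between 0.5 and 1.5, limit read from the data, passing the limit was not always enough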;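 note: 0% = enzyme with substrate and 100% = substrate without enzyme; some results filed as inactive read as strong as hits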
Target sequence (Q92905 whole entry, looked up, one chain of several): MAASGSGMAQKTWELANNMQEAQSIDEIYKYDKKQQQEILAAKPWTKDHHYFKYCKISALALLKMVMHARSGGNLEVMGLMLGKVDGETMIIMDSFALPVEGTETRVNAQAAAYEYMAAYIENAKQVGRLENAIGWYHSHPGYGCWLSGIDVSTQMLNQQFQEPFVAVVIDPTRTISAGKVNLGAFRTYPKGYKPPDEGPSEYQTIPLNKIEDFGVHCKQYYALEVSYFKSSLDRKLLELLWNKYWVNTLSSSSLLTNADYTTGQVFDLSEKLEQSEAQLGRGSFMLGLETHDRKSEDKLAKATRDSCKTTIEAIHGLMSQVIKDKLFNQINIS
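Schedule: reaction 90 min, room temperature / Assay system: HEK293T-derived human Csn5 enzyme / Input: Csn5 at 0.24 nM final / Measure: inhibition of Csn5 cleavage, % / Control set: substrate-only high control, full reaction low control / Technique: fluorescence polarization of the substrate / Buffer or medium: Tris/NaCl/DTT buffer, pH 7.5 / Reagent: SCFSkp2-Nedd8OG substrate at 10 nM final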
* hit, by the source's call; i = inactive; nt = not tested or not shown.

SMILES	Rpn11 block	SUMO1 PPI mod	DNMT1 block	TbMetRS inhib	NadD inh	MsrA inh	LMPTP inh	STEP block	Scp1 inh	CSN deneddyl inh
C/C=C/c1ccc(OCC(=O)Nc2ccc(C(N)=O)cc2)c(OC)c1	i	1.7	-7.5	-1.0	-4.2	-1.3	-0.3	-2.5	-8.6	-1.5
Cc1ccc2cccc(NC(=S)NC(=O)c3c(Br)cnn3C)c2n1	i	-4.2	13.6	-0.1	8.7	1.4	-0.5	3.6	-14.7	0.9
COc1ccc(OC)c(CNc2ncc(-c3cccc([N+](=O)[O-])c3)n2C)c1	i	-26.4	-5.7	-0.4	2.2	-0.1	-1.4	0.5	0.1	3.5
Cc1cc(NC(=O)C2(C)CCN2C(C)C)c2ccccc2n1 (stereo not drawn)	i	1.1	0.1	-0.3	-0.7	0.4	1.1	0.0	nt	-2.3
Cc1cc(C)c2c3c(sc2n1)C(c1cccc(F)c1)C(C#N)=C(N)O3 (stereo not drawn)	i	-18.1	-8.1	-0.3	5.3	10.2*	1.7	10.3	-4.3	6.7
CCOC(=O)c1[nH]c2ccccc2c1NC(=O)c1ccco1	i	-1.6	13.9	0.4	-0.9	1.0	-1.0	0.8	-5.0	2.5
CCCN1C(=O)C(O)(c2c(C)[nH]c3ccccc23)c2ccccc21 (stereo not drawn)	i	-11.6	-5.2	-0.3	-5.9	0.0	-1.5	-0.5	-18.4	5.4
COc1ccccc1OCc1nc2ccccc2n1C	i	0.4	-0.1	0.2	-6.8	-0.9	-0.4	1.2	-9.1	1.5
O=C(CC(c1ccccc1)c1ccco1)N1CCOCC1 (stereo not drawn)	i	0.5	-1.5	-0.8	7.1	0.8	-2.5	4.0	-12.2	-3.0
COc1cc(OC)cc(C(=O)NNC(=O)CCC2CCCC2)c1	i	3.3	-0.2	-0.4	-5.3	-1.2	0.4	5.5	-2.4	-2.9
O=C(O)c1cncc(SCc2ccccc2)n1	i	4.5	1.2	0.4	-1.4	0.4	-1.6	2.4	-3.8	-3.0
O=c1cc(O)c2ccccc2n1Cc1ccccc1	i	2.5	-1.0	-0.7	8.4	1.0	9.4	5.7	-8.0	2.8
O=C(CSc1nnc(NC(=O)Cc2ccc(F)cc2)s1)NCc1ccco1	i	3.3	4.8	-1.0	2.1	-0.4	-0.4	-0.5	9.1	-0.4
COc1ccc(NC(=O)C2CCN(S(=O)(=O)c3c(C)noc3C)CC2)cc1	i	-2.0	-2.4	0.4	-2.8	-1.1	0.1	0.9	-9.6	1.5
CC(NC(=O)c1ccc2c(c1)OCO2)C1CCCO1 (stereo not drawn)	i	-1.3	-1.5	-0.6	-2.8	0.4	-0.8	-1.1	2.9	-2.9
COc1ccc(C(c2oc(CO)cc(=O)c2O)c2oc(CO)cc(=O)c2O)cc1	i	-0.5	2.2	-0.1	-6.0	0.7	-0.2	0.8	-6.1	-5.9
COc1ccc(NC(=O)/C(C#N)=C\c2ccc(-c3cccc(C(=O)O)c3C)o2)cc1	i	-0.4	36.8	-1.7	-4.1	2.9	0.2	8.6	37.9	1.7
CCOc1ccccc1NS(=O)(=O)c1ccc2c(c1)n(C)c(=O)c(=O)n2C	i	1.7	-0.4	0.6	0.2	1.3	-1.7	-1.5	-7.4	-1.9
CCCCC(=O)Nc1c(O)c2ccccc2[nH]c1=O	i	1.1	-1.1	-0.4	-1.7	0.5	-0.1	-5.5	-2.7	-4.6
O=C(CNS(=O)(=O)c1ccccc1)N1CCN(Cc2ccccc2)CC1	i	0.9	0.8	0.0	-2.8	1.5	-1.2	0.7	-7.3	0.4
COC(=O)CC/C(O)=C1/C(=N)CC(C)(C)CC1=O	i	-2.3	1.5	0.0	0.8	-0.1	-0.5	-4.3	-4.7	-3.0
COc1cc(C(=O)Nc2ccc3c(c2)CCCN3C(=O)c2ccco2)c([N+](=O)[O-])cc1OC	i	-29.1	-0.2	-0.3	1.5	2.3	-0.7	-1.7	-5.7	-6.6
CC(=O)Nc1cccc(-c2ccnc3c2CC(C(=O)Nc2ccc(C(C)C)cc2)O3)c1 (stereo not drawn)	i	9.8	-7.9	0.6	3.1	0.7	3.3	4.1	nt	1.5
Cc1ccccc1CNC(=O)c1cc(COc2ccc(F)cc2F)on1	i	-0.9	3.3	-0.9	-8.2	0.3	0.8	-1.6	-7.0	6.0
CNC(=O)CSc1nnc(-c2ccco2)n1-c1ccccc1	i	12.5	1.3	-1.3	3.7	-0.9	-0.7	1.3	-5.0	-0.8
C[C@@H]1C(=O)O[C@H]2[C@H](O)[C@@]34[C@H]5C[C@@H](C(C)(C)C)[C@]36[C@@H](OC(=O)[C@@H]6O)O[C@@]4(C(=O)O5)[C@@]12O	i	-4.3	-0.4	-0.5	-6.1	-0.9	-1.8	-1.8	-9.1	-2.4
O=C(NC1CCN(S(=O)(=O)c2ccc(F)cc2)CC1)c1cccc(F)c1	i	3.9	-1.5	-1.1	-1.7	-0.7	-1.5	0.6	-2.2	3.7
CC(Oc1ccc(Br)cc1)C(=O)NCC(c1ccco1)N1CCCCC1 (stereo not drawn)	i	-7.4	0.7	-0.3	2.1	-1.0	-7.8	-1.1	-1.1	-7.9
CC(C)CC(C(=O)NC(=O)NCc1ccccc1)N1C(=O)c2ccccc2C1=O (stereo not drawn)	i	-2.0	-2.0	-1.6	-7.6	nt	1.9	1.9	-15.9	1.6
O=C(Nc1ccc(NS(=O)(=O)c2ccccc2)c(Cl)c1)c1ccccc1	i	0.1	-3.0	-0.3	-4.8	-0.2	0.6	1.7	-7.7	2.1
C=CC(=O)NCCCc1cc(C(C)(C)C)c(O)c(C(C)(C)C)c1	i	-2.6	2.7	-0.5	-8.0	0.5	-0.7	-3.7	-5.1	-1.6
Cc1ccnc(NS(=O)(=O)c2ccc(NC(=O)c3snnc3C)cc2)n1	i	16.3	-0.8	0.0	-1.3	0.0	-1.7	-0.4	0.8	-3.7
N#C/C(=C\c1cc2c(cc1Br)OCO2)C(=O)NCC1CCCO1 (stereo not drawn)	i	-11.9	-2.0	-0.1	-6.4	0.1	-1.0	-2.1	-10.5	2.0
Cc1c(C#N)c(N)nc2c3c(sc12)NC(=O)CC3c1ccccc1 (stereo not drawn)	i	-8.6	-8.9	-0.6	4.9	1.0	0.0	-0.6	-4.4	-1.2
COc1cc(CCCN2C(=S)NC[C@@H]2Cc2ccccc2)cc(OC)c1OC	i	2.8	2.7	0.5	0.2	-0.2	-0.5	-2.1	-2.3	-2.1
Cc1noc(C)c1C(=O)OCC(=O)c1cc(C)n(Cc2ccccc2Cl)c1C	i	-9.1	-2.3	-2.0	-4.3	3.4	-1.2	-0.8	-9.0	-4.2
O=C(NNC(=O)c1ccc2ccccc2c1O)Nc1ccc(F)cc1	i	-4.3	-10.3	-0.4	1.2	0.4	-0.1	0.5	-6.0	-1.1
COc1ccc(-c2ccc(C(=O)NCCN3CCOCC3)c3occc23)c(C)c1	i	0.4	1.2	-0.2	0.5	1.7	0.7	-0.6	nt	-5.0
Cc1nc2ccccn2c(=O)c1NC(=O)c1cccs1	i	-15.3	2.0	-0.1	2.7	2.3	-0.1	-2.9	-4.2	-4.0
Cc1[nH]c2ccc(OCc3ccccc3)cc2c1CCN1C(=O)OC(C)(C)C1(C)O (stereo not drawn)	i	3.4	-23.6	-0.3	-5.3	0.6	-0.5	-3.3	-4.8	-5.5
CCN(CC)S(=O)(=O)c1ccc(/C=C/C(=O)OCC(=O)Nc2ccc(C(N)=O)cc2)cc1	i	-2.2	8.1	-0.5	1.5	-0.4	0.8	-3.1	-0.3	4.0
Cc1ccc(S(=O)(=O)Nc2ccc3ncccc3c2)cc1	i	0.6	-0.1	-0.5	9.2	0.4	-0.5	-0.1	-5.2	0.7
O=C(CSc1n[nH]c(=O)n1CCc1ccccc1)NC1CCCC1	i	-3.2	1.7	-0.3	2.3	0.3	-1.4	-3.1	nt	-6.3
O=[n+]1cc(-c2ccc(F)cc2)n([O-])c2c1CCC2	i	-16.9	-1.0	0.2	4.8	2.3	-0.1	2.5	-7.2	0.0
O=C(Nc1ccc(NC(=O)c2cccs2)cn1)c1ccco1	i	-1.1	0.0	-0.8	7.6	1.1	1.0	1.9	-2.2	-1.0
Cc1cc(C)n(/N=C/c2cc([N+](=O)[O-])ccc2O)c(=O)c1	i	-12.7	-1.1	0.3	-1.6	3.9	0.1	1.0	-4.2	-3.2
O=C1C2C3CCC(C3)C2C(=O)N1CNc1ccc(F)cc1 (stereo not drawn)	i	0.6	-4.9	-0.1	-0.8	1.6	-0.6	-2.0	-8.0	-2.5
CC(NC(=O)Cn1c(NCCO)nc2ccccc21)C1CC2CCC1C2 (stereo not drawn)	i	12.7	1.8	-0.5	-12.7	1.9	1.6	1.5	-4.6	5.1
CCOc1ccc(CONS(=O)(=O)c2ccc(NC(C)=O)cc2)cc1Cl	i	2.0	-1.3	41.6*	-7.1	-1.4	0.8	-2.5	-5.1	2.4
CC1(C)C[C@@H]2C[C@@](C)(CN2C(=O)c2ccccc2)C1	i	1.3	2.1	0.5	-7.6	0.3	-1.1	-0.9	4.8	6.7
O=C(O)C1CCCCC1C(=O)Nc1ccccc1Cl (stereo not drawn)	i	2.7	9.8	-0.1	-0.7	-0.3	-0.7	-1.2	2.5	7.6
Cc1cccc(N2CCN(C(=S)NCc3ccco3)CC2)c1C	i	-3.0	-4.5	-0.2	2.9	-0.2	2.0	0.6	-5.3	-3.4
C/C(=N/NS(=O)(=O)c1cccc([N+](=O)[O-])c1)c1ccncc1	i	-13.4	1.4	-0.4	-2.9	1.7	-2.5	-2.5	-6.1	-2.3
CCN(C(=O)C(C)OC(=O)c1nn(-c2ccccc2C(F)(F)F)cc1O)c1ccccc1 (stereo not drawn)	i	5.1	0.5	-0.3	-4.2	0.2	-0.7	2.0	-2.7	-6.8

Some of the entries above, reformatted:
| Rpn11 block | SUMO1 PPI mod | DNMT1 block | TbMetRS inhib | NadD inh | MsrA inh | LMPTP inh | STEP block | Scp1 inh | CSN deneddyl inh | molecule |
| --- | --- | --- | --- | --- | --- | --- | --- | --- | --- | --- |
| i | 2.7 | 9.8 | -0.1 | -0.7 | -0.3 | -0.7 | -1.2 | 2.5 | 7.6 | O=C(O)C1CCCCC1C(=O)Nc1ccccc1Cl (stereo not drawn) |
| i | -3.0 | -4.5 | -0.2 | 2.9 | -0.2 | 2.0 | 0.6 | -5.3 | -3.4 | Cc1cccc(N2CCN(C(=S)NCc3ccco3)CC2)c1C |
